# CBFb RUNX1 block – blocks binding between human CBF-beta and RUNX1; Q01196+Q13951; AID 1477; 230,000 tested, under 10 active; AlphaScreen CBFb-His/RUNX1-biotin binding, biochemical; Potency, µM (highest dose often 59.8 µM), for inactives: at the top dose activity, negative = inhibition, usual class: inhibitors; also: % of control where 0% means no effect
# Target sequence (Q01196 whole entry, looked up): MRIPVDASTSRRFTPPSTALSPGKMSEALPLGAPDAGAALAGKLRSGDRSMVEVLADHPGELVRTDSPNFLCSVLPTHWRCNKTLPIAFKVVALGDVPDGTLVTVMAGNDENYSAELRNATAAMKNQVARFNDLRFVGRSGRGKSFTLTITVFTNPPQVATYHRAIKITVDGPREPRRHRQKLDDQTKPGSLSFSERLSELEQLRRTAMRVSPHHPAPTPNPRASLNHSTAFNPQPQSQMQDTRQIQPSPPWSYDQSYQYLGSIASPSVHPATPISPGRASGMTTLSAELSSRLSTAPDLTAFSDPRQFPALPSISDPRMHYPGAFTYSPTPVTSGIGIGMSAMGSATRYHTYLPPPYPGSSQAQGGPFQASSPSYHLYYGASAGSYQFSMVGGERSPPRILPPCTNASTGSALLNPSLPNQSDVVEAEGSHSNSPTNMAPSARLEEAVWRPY
# Target sequence (Q13951 whole entry, looked up): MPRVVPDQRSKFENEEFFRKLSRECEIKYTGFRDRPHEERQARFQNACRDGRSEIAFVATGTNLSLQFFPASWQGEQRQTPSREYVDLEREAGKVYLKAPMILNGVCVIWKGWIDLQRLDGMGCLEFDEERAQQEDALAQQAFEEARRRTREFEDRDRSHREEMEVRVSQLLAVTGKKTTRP
#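 CBFb-His/RUNX1-biotin, 30 nM each, preincubated 20 min RT; compound 15 min RT; Ni + streptavidin beads 50 ng each, 90 min RT; AlphaScreen read.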
# GAA inh – inhibitors of human lysosomal alpha-glucosidase; P10253; purified human GAA, 4-MU-alpha-glucoside fluorescence; Potency, µM (highest dose often 76.9 µM), without a hit: at the top dose activity change, negative = inhibition, actives largely listed as inhibitors; 200,000 tested, 0.005% active;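 also: potency is read from the fitted curve at half-maximal effect; plate controls were uninhibited enzyme wells for no effect and no-enzyme background for full effect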
#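 Read-out is 4-methylumbelliferone fluorescence (Ex 365/Em 440 nm) after NaOH/glycine stop at pH 10. Enzyme 4 nM, substrate 400 uM, pH 5.0 citrate buffer, 20 min room temperature; AC50 from Hill-equation concentration-response.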
# HTT aggregate – reduces HttQ103-GFP aggregates in PC12 cells; PC12 HttQ103-GFP aggregates, Acumen cytometry, 40 h; Potency, µM (series often up to 46.1 µM), for the others: at the highest dose activity change, negative = inhibition, most hits filed as inhibitors; 220,000 tested, 1.1% active; also: potency is read from the fitted curve at half-maximal effect; % is scaled to controls: 0 for no effect and ±100 for the full control effect; nearly all actives have a fitted effect of over 60% in size
#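 Compounds (qHTS titration) were added to PC12 cells expressing an ecdysone-driven HTT exon 1 Q103–GFP fusion after induction with 100 nM tebufenozide. Aggregate formation was measured as GFP objects in cell lysates.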
# LMNA splice mod – LMNA splicing modulation; HeLa LMNA splicing GFP/RFP minigene ratio, 48 h; 200,000 tested, 0.01% active; Potency, µM (doses to about 46.1 µM), for inactives: at the top dose ratio change, negative = inhibition, hits mostly inhibitors; active = well fitted inhibition curve with a large enough effect in the signal ratio, with a control signal flat, not every such curve was filed as active; inconclusive = small, poorly fitted or top-dose-only effect, or effect the other way, or a change in a side signal; the % refers to the signal ratio; also: potency is read from the fitted curve at half-maximal effect; % is scaled to controls: 0 for no effect and ±100 for the full control effect
#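 Read-out is the ratio of GFP to DsRed2 object intensity, acquired by 488 nm laser-scanning cytometry on HeLa lamin A-EGFP minigene reporter cells. Compound incubation 48 hrs at 37 °C in Opti-MEM with 2% FBS; DMSO 0.5% final.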
# GAA glycogen – inhibitors or activators of human alpha-glucosidase glycogen cleavage | P10253 | recombinant GAA, glycogen substrate, Amplex Red glucose oxidase fluorescence | Potency, µM (highest dose often 76.4 µM), inactives show at the top dose activity change, negative = inhibition, most hits filed as inhibitors | 300,000 tested, 0.38% active;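 also: potency is read from the fitted curve at half-maximal effect; 0% = full enzyme reaction and -100% = no-enzyme basal signal; the screen sought inhibitors and activators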
#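 Recombinant human alpha-glucosidase (4 nM final) hydrolysed bovine liver glycogen (30 ug) for 40 min at 37 C in pH 5.0 citrate/phosphate with 0.01% Tween-20. Released glucose detected by glucose oxidase/Amplex Red, Ex 573/Em 610 nm. Compounds up to 77 uM; AC50 from Hill fits.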
# aGlu spleen mod – lysosomal alpha-glucosidase (human) modulation | P10253 | human spleen homogenate, 4-MU-alpha-glucoside fluorescence | Potency, µM (series often up to 79.9 µM), for the others: at the highest dose activity change, negative = inhibition, usual class: inhibitors | 240,000 tested, 0.006% active | AID 2112;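 also: potency is read from the fitted curve at half-maximal effect; 0% = enzyme with vehicle and -100% = no enzyme basal signal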
#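 Human spleen homogenate (1 ug) with 4-methylumbelliferyl-alpha-D-glucopyranoside (1 mM final) in 50 mM citrate/phosphate pH 5.0, 0.01% Tween-20; 40 min at 37 C. Stopped at pH 10; 4-MU fluorescence Ex 365/Em 440 nm; AC50 by Hill fit.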
# HTT ATP protect – cytoprotection in Huntington HTT-Q103 PC12 cell model; Potency, µM (titrated, usually from 56.4 µM), inactives show cytoprotection (ATP increase), actives largely listed as activators; PC12 HTT-Q103 induced, cytoprotection, ATP luminescence, 40 h; 230,000 tested, 0.14% active; AID 1471;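 also: potency is read from the fitted curve at half-maximal effect; % of control where 0% means no effect; nearly all actives have a fitted effect of over 45% in size; toxic huntingtin expression switched on by the ecdysone agonist tebufenozide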
#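 Cells were plated at 1500 per well in phenol red-free DMEM with 5% equine and 5% calf serum. Tebufenozide (100 nM final) and compounds were added, then ATPlite reagent, and luminescence was read.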
# * hit, by the source's call; ? = inconclusive; . = not tested or not shown; & = joins results of further samples; [ ] = dose if it differs, or a comment. Unless noted, calls follow the shape of the dose curve; as a rule, active = well fitted curve in the direction sought with a large enough effect; inconclusive = small, poorly fitted or top-dose-only effect, or another doubt; inactive = no such curve, though single readings can be large; an effect the other way counts as inactive or inconclusive.
molecule,aGlu spleen mod,GAA glycogen,HTT aggregate,HTT ATP protect,LMNA splice mod,GAA inh,CBFb RUNX1 block
Cc1ccc(NC(=O)C2CCN(C(=O)NC3CCCCC3)CC2)c(C)c1,4%,1%,-1%,25%[10 µM],-5%,3%,0%
CC(=O)N1N=C(c2ccc(NS(C)(=O)=O)cc2)CC1c1ccc2nccnc2c1 (stereo not drawn),0%,-5%,-6%[9.22 µM],13%[10 µM],?,-14%,0%
Cn1nnnc1SCC(=O)Nc1ccccc1C(=O)NCc1ccccc1,8%,-9%,24%,30%[10 µM],5%,5%,8%
CC[n+]1c(C)n(-c2ccccc2)c2ccc(C(=O)OC)cc21,1%,5%,-7%[9.22 µM],14%[10 µM],-2%[46 µM],6%,5%
COC(=O)C(CCCCNC(=O)OCc1ccccc1)NC(=O)CN (stereo not drawn),-4%,1%,-1%,-2%,0%,-4%,5%
O=C(CCCC(=O)Nc1cccnc1)Nc1cccnc1,-5%,2%,-8%,5%,-4%,3%,0%
O=C(O)c1cccc2[nH]c(C(F)(F)F)nc12,2%,0%,6%,2%[10 µM],-1%,-10%,3%
COc1cccc([C@@H]2Oc3ccc(Br)cc3C(=O)[C@H]2OC(=O)Nc2cc(OC)c(OC)c(OC)c2)c1,-6%,.,.,-27%,.,.,-9%
CCOc1cccc2sc(=NC(=O)c3ccc(S(=O)(=O)N4CCOCC4)cc3)n(C)c12,-9%,-12%[76.3 µM],-2%,-6%,11%,0%,3%
O=C(Cn1cncn1)N/N=C/c1ccccc1Cl,9%,0%,-11%[9.22 µM],10%[10 µM],.,.,7%
Clc1cccc(CSc2ccc(-c3ccco3)nn2)c1,-18%,6%,-25%,-22%,.,3%,0%
COc1ccccc1C1CC(=O)Oc2ccc(C(C)(C)C)cc21 (stereo not drawn),-2%[119 µM],.,.,-13%,.,.,27%[89.1 µM]
COc1ccc2c(c1)c1nc3ccccc3nc1n2CCCN1C(=O)c2ccccc2C1=O,-5%,-5%,-4%,-15%[10 µM],-15%,-1%,5%
COc1ccc(/C=N/NC(=O)c2nc(-c3ccccc3)cc(-c3ccccc3)n2)cc1OC,8%,-6%,9%,-18%,-18%,-7%,6%
CCOC(=O)Cn1nc(-c2ccccc2)c2cnc3ccc(C)cc3c21,10%,-8%,2%,.,-6%,0%,6%[2.36 µM]
Cc1onc(-c2ccc(Cl)cc2)c1-c1ccnc(SCC(=O)Nc2cc(Cl)cc(Cl)c2)n1,2%,-1%,3%[9.22 µM],0%[10 µM],.,.,10%
O=C(O)c1ccc(-n2cc(-c3cc4ccccc4oc3=O)[nH]c2=S)cc1,2%,-10%,1%,-12%,.,2%,1%
CC1CCN(c2nc3c(c(=O)[nH]c(=O)n3C)n2CCSc2nc3ccccc3o2)CC1,3%,3%,6%,24%[10 µM],-6%,6%,13%
O=C(CNC(=O)c1cccc(F)c1)N/N=C/c1cccc([N+](=O)[O-])c1,-5%,-4%,-5%,.,?,6%,4%
CCN(CC)CCNC(=O)Cn1c(C)cc2ccccc2c1=O,4%,-4%,28%,4%,-2%,-1%,2%
Cc1nc2ccccc2n1CCC(=O)Nc1cccc(F)c1,0%,2%,9%,-11%[1.9 µM],1%,-11%,6%
Cc1ccc(NC2=NC(c3ccco3)n3c(nc(C)cc3=O)N2)c(C)c1 (stereo not drawn),-7%,7%,-19%,-29%[0.074 µM],-5%,8%,1%
CC(C)OCP(=O)(c1ccccc1)c1ccccc1,-5%,9%,-2%,-1%,7%,2%,2%
Cc1noc(-c2ccccc2OC(=O)c2ccccc2)n1,2%,-1%,11%,-5%,-4%,3%,11%
O=C(Nc1ccc(N2CCCCC2)c(Cl)c1)c1cccnc1,-9%,-4%,-22%,-27%,?,1%,0%
CC(=O)Nc1ccc(OCC(O)CN2CCN(c3cccc(Cl)c3)CC2)cc1 (stereo not drawn),2%,2%,-12%,10%[10 µM],-9%,1%,0%
Cc1ccc(N2CC(C(=O)Nc3cccnc3)CC2=O)cc1 (stereo not drawn),-4%,-3%,-21%,8%,-11%,0%,0%
CCCCCCCCCCCCCCCC(=O)NCCc1ccc(O)c(O)c1,-7%&6%,.,.,-23%,.,.,12%&1%
O=C1c2ccccc2C(=O)C1c1ccc(O)cc1,-7%,11%,-1%,-51%[inhibitor],.,-5%,?
Cc1nc2cc(NC(=O)Nc3ccccc3Cl)ccc2n1C,0%,-12%,-16%[9.22 µM],-76%[inhibitor][10 µM],3%[46 µM],-6%,4%
COC(=O)C(O)(CC(=O)Nc1cc(Cl)ccc1Cl)C(F)(F)F (stereo not drawn),-3%,2%,7%,7%[1.9 µM],-1%,-7%,5%
COc1ccccc1-c1cc(=O)c2cc(O)ccc2o1,5%,.,.,2%[1.9 µM],.,.,6%[21.7 µM]
CCOc1ccc(NC(=O)[C@@H](NC(=O)c2ccccc2Br)C(C)C)cc1,-4%,4%,0%,1%,-9%,-4%,-9%
COC(=O)c1ccc(/C=N/NC(=O)C(=O)NCc2ccccc2)cc1,4%,3%,?,-27%,4%[46 µM],-2%,19%
NS(=O)(=O)c1ccc(NC(=O)COc2ncnc3sccc23)cc1,-3%,-1%,-28%[9.22 µM],-9%[10 µM],.,.,2%
O=C(CN1c2ccccc2Sc2ccccc21)N/N=C/c1ccc([N+](=O)[O-])cc1,4%,-6%,-21%[9.22 µM],12%[10 µM],.,.,?
C=CCn1c(C)cc(C2=NNC(=Nc3ccc(C)cc3)SC2)c1C,-3%,-2%,-10%,-11%,10%[9.22 µM],3%,-17%
CC1=CC(C)C(C(=O)O)C(C(=O)O)C1 (stereo not drawn),3%,-19%,18%[9.22 µM],6%,?,-10%,3%
COc1ccc(N/C=C(\C#N)c2nc3ccccc3n2C)c(OC)c1,-6%,3%,-7%,-50%[inhibitor],?,0%,-15%
CC(=O)N1CCN(c2nc(N)c(C#N)c(CC#N)c2C#N)CC1,4%,0%,18%[9.22 µM],-14%[10 µM],.,-11%[15.4 µM],2%
CC(C)(C)NC(=O)COC(=O)CCC(=O)c1ccc(F)cc1,3%,7%,3%,7%[10 µM],?,4%,-11%
COc1ccc(Nc2ncccc2C(=O)Nc2ccccc2)cc1,-4%,-13%,-3%,10%,-1%,3%,2%
Cc1ccc(S(=O)(=O)N2CCCN(C(=O)OC(C)(C)C)CC2)cc1,-18%,2%,15%[9.22 µM],31%[10 µM],.,.,11%
Cn1/c(=N/NC(=O)c2ccccc2Br)sc2ccccc21,-6%,-11%,-11%,-83%[inhibitor],.,11%,0%
O=C(O)CCCNC(=O)CCn1nnc2ccccc2c1=O,-1%,0%,-14%[9.22 µM],-7%[10 µM],.,.,-2%
Cc1ccc(S(=O)(=O)N2CCOCC2)cc1NC(=O)CN1CCN(c2ccc(O)cc2)CC1,-19%,-1%,9%,.,3%,-11%,-23%
COC(=O)c1cn(-c2ccccc2)nc1-c1ccccc1,0%,-8%,13%,?,4%,-2%,15%
Cc1c(/C=C/C(=O)c2ccc(O)cc2)cnn1C,-13%,19%,1%,20%[10 µM],-19%,-12%,-3%
COc1ccc(/C=N/n2c(C)nnc2C)c(OC)c1,3%,16%,22%,-9%,-15%,7%,1%
CC(Cc1ccccc1)C(=O)NCc1nc2ccccc2s1 (stereo not drawn),-4%,6%,2%,.,-9%,4%,1%[2.36 µM]
CCSC1=NC(=O)/C(=C2/C=Cc3ccccc3N2CC)S1,3%,-6%,7%,-23%,2%,-4%,?
CCOC(=O)c1c(CSc2ccccc2)oc2cc(Br)c(O)c(CN(C)C)c12,-3%,-1%,-11%[9.22 µM],0%[10 µM],.,.,-5%
CCOC(=O)CN1CCC(c2ccccc2)CC1,.,-4%,8%,-40%[inhibitor],8%[46 µM],-12%,-14%
COc1cc([N+](=O)[O-])ccc1NC(=O)Cc1ccccc1,-4%,17%,11%[9.22 µM],-28%,?,-5%,0%
O=C(OCC(CO)OC(CO)n1ccc(=O)[nH]c1=O)c1ccccc1 (stereo not drawn),-1%,5%,12%,-5%,3%,3%,1%
Cc1cccc2sc(NC(=O)CSCc3ccccc3)nc12,6%,4%,-22%,-8%,?,-2%,7%
C=C(C)CC(c1ccccc1)N(C(C)=O)c1ccco1 (stereo not drawn),0%,29%,-4%,?,?,7%,11%
CCOc1ccc(NC(=O)c2ccc(NC(=S)NC3CCCCC3)cc2)cc1,2%,-3%,0%,-121%[inhibitor],?,?,-3%
O=C(c1n[nH]c2ccccc12)N1CCN(c2ccc(F)cc2)CC1,-10%,-4%,4%,16%[10 µM],19%[46 µM],5%,0%
COc1cc(OC)c(S(=O)(=O)N2CCN(C(=O)c3ccccc3F)CC2)cc1NC(C)=O,2%,-19%,-4%[9.22 µM],1%[10 µM],4%[46 µM],-10%,7%

# Next results
molecule,aGlu spleen mod,GAA glycogen,HTT aggregate,HTT ATP protect,LMNA splice mod,GAA inh,CBFb RUNX1 block
CN1CCc2c(n(CC(O)CNCc3ccccc3)c3ccccc23)C1=O (stereo not drawn),-6%,?,21%[9.22 µM],-26%,.,-18%,6%
COc1ccc(-c2cn[nH]c2-c2ccc(OCc3ccccc3)cc2O)cc1,2%,-5%,-34%[9.22 µM],10%[10 µM],.,.,13%
CCOC(=O)N1CCN(C(=O)CN(Cc2ccccc2)S(=O)(=O)c2ccc(OC)c(Cl)c2)CC1,4%,-3%,25%,3%,-20%,-5%,-1%
COc1ccccc1N1CCN(C(=O)CSc2nc(C)c(Cc3ccccc3)c(=O)[nH]2)CC1,-4%,-3%,-17%,-16%,?,-5%,-7%
Cc1ccc(-n2ncc3c(=O)n(CC(=O)NCc4ccco4)cnc32)cc1,-1%,3%,-5%,11%[10 µM],-19%,1%,2%
CC(=O)NC1CSCC1OC(C)=O (stereo not drawn),-6%,6%,3%,-4%,9%,-9%,1%
